Source: PubChem BioAssay (several laboratories)
OXTR agonist – activates the human oxytocin receptor | activation, % at 3 µM | CHO-OTR cells, Fluo-8 calcium fluorescence; normalized: DMSO 0%, oxytocin 100% | actives 0.32% (n = 320,000) | P30559 | AID 2435;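 active = activation above the mean of all tested compounds plus 3 SD, cutoff set per screening run, cut at about 20% in these data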;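 also: peak over basal fluorescence ratio from a 100 s FLIPR kinetic read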
NALP1 yeast inh – NALP1 inhibition. inhibition, % at 10 µM. AID 2071. actives 0.61% (n = 280,000). S. cerevisiae NALP1/ASC/caspase-1 growth, X-gal OD620, 72 h; in the data active = inhibition mostly above about 24%, no sharp cut-off; inactive = mostly below about 32%; also: some compounds called inactive have numbers as strong as hits
OXTR potentiator – potentiators of human oxytocin receptor | P30559 | CHO-OTR cells, Fluo-8 calcium fluorescence, potentiator mode; 0% = oxytocin EC15, 100% = EC100 | actives 0.061% (n = 320,000) | activation, % at 3 µM;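 active = activation above that plate's cutoff, the mean activation of tested compounds plus 3 SD, cut at about 6.6% in these data, passing the limit was not always enough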;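 also: 100% uses oxytocin at 75 nM as the full agonist control; some results filed as inactive read as strong as hits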
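Measured by – Fluo-8 calcium dye fluorescence · Test system – human OTR in CHO cells · Dosing – one concentration, 3.0 µM compound · Controls – EC15 oxytocin alone as 0%, 75 nM oxytocin as 100% · Evaluation – normalized max/min fluorescence ratio, % activation · Timing – 6 min pre-incubation, 100 s read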
GalR3 antag – antagonists of human GalR3; HEK293 GalR3-CNG cAMP membrane potential fluorescence; galR3 body fused to GalR1 C-terminus; inhibition, % at 3 µM; actives 0.44% (n = 360,000);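 active = inhibition above the screen-wide average plus 3 SD, cut at about 13% in these data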;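 also: forskolin and galanin both at EC90 stimulate the cells; cAMP rise reported by CNG channel membrane potential dye signal; 0% = forskolin plus galanin with DMSO and 100% = forskolin alone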
Target sequence (O60755 1-299 limits assumed): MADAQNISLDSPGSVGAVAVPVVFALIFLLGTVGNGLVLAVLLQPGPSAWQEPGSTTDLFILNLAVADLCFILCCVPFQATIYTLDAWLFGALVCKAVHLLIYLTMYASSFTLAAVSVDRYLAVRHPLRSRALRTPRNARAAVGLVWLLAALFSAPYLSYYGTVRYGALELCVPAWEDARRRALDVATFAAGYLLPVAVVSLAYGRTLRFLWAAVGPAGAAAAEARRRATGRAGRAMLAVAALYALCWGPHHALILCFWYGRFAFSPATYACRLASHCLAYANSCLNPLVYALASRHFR
MEKK2wt PB1 HTS – raises or lowers MEK5 binding to wildtype human MEKK2 PB1 domain. Q9Y2U5. bead flow cytometry, Alexa488-MEK5 binding to MEKK2 WT; actives lie on both sides. binding response (% of control), % at 10 µM. actives 1.1% (n = 290,000). AID 1531; in the data active = binding response below about 67% or above about 130%
V1R ag counter – V1a receptor agonism, counter-screen for OXTR agonists. P37288. CHO-V1R cells, Fluo-8 calcium fluorescence, agonist mode; 0% DMSO, 100% 3 nM vasopressin. activation, % at 3 µM. actives 0.25% (n = 320,000). AID 2797;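 active = activation above the mean activation of all tested compounds plus 3 SD, per screening run, cut at about 20% in these data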;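 also: signal is peak over basal fluorescence ratio across a 100 second FLIPR read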
Target sequence (P37288 whole entry, looked up): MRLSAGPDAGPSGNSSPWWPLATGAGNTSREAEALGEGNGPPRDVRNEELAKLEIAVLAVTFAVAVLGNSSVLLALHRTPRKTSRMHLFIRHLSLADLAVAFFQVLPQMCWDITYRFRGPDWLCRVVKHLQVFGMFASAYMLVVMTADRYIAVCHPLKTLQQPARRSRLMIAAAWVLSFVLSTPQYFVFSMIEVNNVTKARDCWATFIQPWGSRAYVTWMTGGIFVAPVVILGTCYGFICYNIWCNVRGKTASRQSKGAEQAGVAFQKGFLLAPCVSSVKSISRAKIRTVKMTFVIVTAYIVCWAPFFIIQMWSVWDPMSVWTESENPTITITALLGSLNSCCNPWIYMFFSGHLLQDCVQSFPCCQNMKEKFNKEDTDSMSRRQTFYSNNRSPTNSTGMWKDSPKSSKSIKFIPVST
MEKK2mut PB1 HTS – signal of MEK5 binding to mutant human MEKK2 PB1 domain | bead flow cytometry, Alexa488-MEK5 binding to MEKK2 mutant | percent response, % at 10 µM | actives 0.35% (n = 290,000); in the data active = percent response above about 24%, passing the limit was not always enough; also: inactives centre near 1; some results filed as inactive read as strong as hits
GPR7 antagonist – human neuropeptides B/W receptor 1 antagonism; GPR7-expressing cells, fluorescence antagonist assay; inhibition, % at 4.4 µM; actives 1.1% (n = 290,000); AID 1861; in the data active = inhibition above about 16%, passing the limit was not always enough;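 also: cells stimulated with the agonist NPW; 0% = agonist with vehicle and 100% = vehicle without agonist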
Target sequence (P48145 whole entry, looked up): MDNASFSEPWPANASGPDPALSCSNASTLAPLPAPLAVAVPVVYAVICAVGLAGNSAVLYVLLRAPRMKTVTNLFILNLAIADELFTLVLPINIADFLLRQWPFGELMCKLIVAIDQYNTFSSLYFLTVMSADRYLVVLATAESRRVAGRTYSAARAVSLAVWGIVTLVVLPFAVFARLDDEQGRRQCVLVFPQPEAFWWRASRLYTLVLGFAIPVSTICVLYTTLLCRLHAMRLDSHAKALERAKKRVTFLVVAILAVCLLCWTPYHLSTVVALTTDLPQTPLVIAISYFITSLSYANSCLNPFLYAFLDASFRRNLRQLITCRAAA
M18AAP inhibitor – blocks P. falciparum M18 aspartyl aminopeptidase; recombinant PfM18AAP, H-Glu-NHMec fluorogenic cleavage; inhibition, % at 7.35 µM; actives 1.2% (n = 290,000);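 active = inhibition above the campaign mean inhibition over all tested compounds plus 3 SD, cut at about 28% in these data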;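 also: 0% = plate median of test compound wells and 100% = 2 mM ZnCl2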
Starred values were filed as active, the others as inactive; x = no result given.

The line under a structure holds: OXTR agonist, OXTR potentiator, V1R ag counter, NALP1 yeast inh, MEKK2wt PB1 HTS, GPR7 antagonist, M18AAP inhibitor, GalR3 antag, MEKK2mut PB1 HTS
> Cc1cccc(-n2c(O)cnc2Nc2nc(C)cc(C)n2)c1
    -0.9, -5.9, 6.0, 1.5, 86.0, 13.4, 4.6, -4.0, -14.0
> Fc1cccc(CSc2ccc3nnc(-c4cccnc4)n3n2)c1
    -0.8, -5.1, 0.2, -14.5, 87.0, -16.2, 5.5, 2.4, -11.0
> COc1cccc(NC(=S)N2CCN(c3ccccn3)CC2)c1
    -0.9, -5.3, 0.7, 22.6, 100.0, 2.4, -4.3, 4.5, -1.0
> CC1(C)CC(=O)C(C=NC2CC(C)(C)NC(C)(C)C2)=C(O)C1
    1.6, 2.7, 0.6, 9.9, x, -7.3, 0.9, -1.7, x
> Cc1ccc(S(=O)(=O)Nc2ccc(C(=O)NCCCn3ccnc3)cc2)cc1[N+](=O)[O-]
    0.4, -0.7, -0.8, x, x, x, x, -3.4, x
> FC(F)Sc1nnc(-c2cccs2)n1-c1ccccc1
    -1.9, 2.6, -0.7, -3.6, 107.0, -11.0, -0.3, -8.5, -5.0
> c1ccc(N2CCN(c3ccccc3)C2c2cccs2)cc1
    -1.6, 2.2, -0.6, 21.9, 99.0, 5.9, -0.1, -1.7, -1.0
> CCCCCN(C(=O)CCC(=O)OCC(=O)N(C)c1ccccc1)c1c(N)n(CCCC)c(=O)[nH]c1=O
    0.7, -5.3, 0.5, x, x, x, x, -3.0, x
> O=C1CCCN1CCC1CCN(C(=O)Nc2ccccc2)CC1
    0.9, -3.9, 0.8, 4.2, 99.0, -6.2, 7.2, x, -3.0
> O=C(NC(=S)N1CCN(c2ccccn2)CC1)c1ccccc1
    -2.0, -2.7, -0.9, 13.3, 98.0, -10.1, -2.9, -10.4, -2.0
> O=C(NNC(=O)C1CC1)Nc1ccc(Cl)cc1
    x, x, x, 10.1, 100.0, 4.9, -5.8, -5.6, -3.0
> CNc1nc(N)c([N+](=O)[O-])c(Nc2ccccc2OC)n1
    7.5, -4.1, 2.0, 8.4, 104.0, -29.0, 5.4, -9.4, 6.0
> CCOC(=O)C1=C(C)N=c2s/c(=C3\C(=O)Nc4ccccc43)c(=O)n2C1c1ccc2c(c1)OCO2 (configuration not stated)
    0.4, 3.3, -0.1, 37.9, 77.0, -7.0, -19.9, -4.0, -7.0
> CSc1cccc(NC(=S)N2CCC(c3ccccc3)C2)c1 (configuration not stated)
    -1.2, -9.5, 1.0, -21.7, 106.0, -4.5, 3.9, -12.2, 10.0
> Cc1ccc(OCC(=O)NNC(=O)CCc2ccccc2)c(Br)c1
    -0.8, -12.0, 2.3, 6.4, 93.0, -14.6, 4.2, -8.9, -1.0
> CCc1cc(C(=O)N/N=C/c2c(C)[nH]c3ccccc23)cs1
    -1.4, -5.7, -1.1, 23.5, 92.0, -1.9, -0.7, -2.9, 0.0
> O=C(NCCN1CCCCCC1)C1CCC(CNS(=O)(=O)c2cccc3cccnc23)CC1 (configuration not stated)
    1.9, 0.1, -0.2, -11.9, 126.0, 1.3, -4.7, -3.4, 8.0
> Nc1nc(SCC(=O)c2cccc([N+](=O)[O-])c2)n[nH]1
    0.1, 2.7, 1.2, 22.0, 97.0, -1.2, 2.9, -3.8, -1.0
> CC(C)(C)CC(=O)Nc1cccc2c1CCCC2
    -1.0, -7.0, -0.8, -1.1, 98.0, 5.5, 11.1, -4.3, 0.0
> COC(=O)c1ccccc1NC(=O)[C@@H]1CCC(=O)N1C1OC(=O)c2c1ccc(OC)c2OC (some centres not stated)
    -0.8, 0.0, 1.5, 9.4, 106.0, -11.8, -1.7, 2.8, 2.0
> CCN(c1ccccc1)S(=O)(=O)c1cc(NC(=O)CSc2n[nH]c(=O)[nH]c2=O)ccc1Cl
    0.7, -6.2, -0.5, -61.8, 92.0, 3.1, -1.1, -5.0, -8.0
> CC(C)C1Oc2ccccc2N(CC(=O)NCCCN2C(C)CCCC2C)C1=O (configuration not stated)
    0.4, 2.3, -0.2, 1.3, 105.0, -14.0, -5.5, -7.4, 4.0
> FC(F)(F)c1cc(CCN2C(=S)NC[C@@H]2c2ccccc2)cc(C(F)(F)F)c1
    2.2, -7.5, 5.0, x, 98.0, x, x, -6.0, 2.0
> O=C(/C=C/c1ccc2c(c1)OCO2)N1CCN(c2ccccc2F)CC1
    -1.8, 0.5, -0.2, 19.4, 92.0, -4.6, -6.6, -2.2, -6.0
> Nc1ccc2nn(-c3cc([N+](=O)[O-])ccc3O)nc2c1
    -0.8, -14.7, 0.0, 18.0, 99.0, -4.3, -9.8, -9.7, 5.0
> CCOc1ccc2c(c1)C(c1ccccc1)=NNC(c1ccccc1)=N2
    -2.8, -15.4, -0.9, -1.1, 101.0, -2.4, -3.9, -2.4, 3.0
> Cc1cc(N/N=C/c2cccc(Br)c2)nc2ccccc12
    -1.6, -14.8, -1.3, 11.2, 135.0, -8.0, 3.5, -1.9, 3.0
> O=C(CN1C(=O)NC(c2ccccc2)(c2ccccc2)C1=O)N1CCN(c2ccc(F)cc2)CC1
    2.4, 0.4, 1.6, x, x, x, x, 10.7, x
> COc1ccc([N+](=O)[O-])cc1NC(=S)Nc1ccccc1
    -0.1, -9.6, 0.3, -2.9, 108.0, -2.6, 2.5, 4.6, 4.0
> Cc1nn(-c2ccccc2)c(Cl)c1C(=O)NC1CCCCC1
    -2.2, -9.5, -1.0, 13.3, 97.0, 1.2, -0.7, -0.3, -5.0

Some of these compounds in order of formula weight, high to low:
The line under a structure holds: OXTR agonist, OXTR potentiator, V1R ag counter, NALP1 yeast inh, MEKK2wt PB1 HTS, GPR7 antagonist, M18AAP inhibitor, GalR3 antag, MEKK2mut PB1 HTS
> CCOC(=O)C1=C(C)N=c2s/c(=C3\C(=O)Nc4ccccc43)c(=O)n2C1c1ccc2c(c1)OCO2 (configuration not stated)
    0.4, 3.3, -0.1, 37.9, 77.0, -7.0, -19.9, -4.0, -7.0
> Cc1ccc(S(=O)(=O)Nc2ccc(C(=O)NCCCn3ccnc3)cc2)cc1[N+](=O)[O-]
    0.4, -0.7, -0.8, x, x, x, x, -3.4, x
> CC1(C)CC(=O)C(C=NC2CC(C)(C)NC(C)(C)C2)=C(O)C1
    1.6, 2.7, 0.6, 9.9, x, -7.3, 0.9, -1.7, x

Next part.
The line under a structure holds: OXTR agonist, OXTR potentiator, V1R ag counter, NALP1 yeast inh, MEKK2wt PB1 HTS, GPR7 antagonist, M18AAP inhibitor, GalR3 antag, MEKK2mut PB1 HTS
> CCOC(=O)c1c(C)c(C(=O)N2CCN(c3cccc(Cl)c3)CC2)c(C)n1C
    -1.7, -7.6, -1.1, 19.2, 105.0, -16.7, -3.6, -8.0, 5.0
> COc1ccc(Cl)cc1N(CC(=O)NC1CC2CCC1C2)S(=O)(=O)c1ccccc1 (configuration not stated)
    -0.5, -11.9, -0.1, 12.6, 100.0, 33.3*, -1.7, -3.7, 3.0
> CCN1CCN(S(=O)(=O)c2cc3c(cc2Cl)NC(=O)CO3)CC1
    0.3, -0.9, 1.6, 6.4, 100.0, -6.8, 2.6, x, 1.0
> COc1cc(C)ccc1OCCCCOc1ccccc1C(C)=O
    1.6, -7.5, 6.0, 30.0, 98.0, -0.8, 1.8, -7.3, -1.0
> Cc1ccc(OCCNCC(O)COc2ccccc2)cc1 (configuration not stated)
    7.0, -9.1, 4.3, 3.8, 108.0, -9.7, 4.8, -16.3, 8.0
> COC(=O)c1ccc(Cn2cc(Cl)cn2)o1
    0.7, -6.0, 3.8, 3.0, 91.0, -14.0, -3.1, -1.8, -10.0
> CS(=O)(=O)N1CCN(c2ccccc2NC(=O)c2ccc(-c3ccc(Br)cc3)o2)CC1
    0.6, -3.4, 0.1, 18.6, 97.0, -2.5, -5.2, -5.2, 0.0
> COc1ccc(C(=O)NCC(c2cccs2)N2CCc3ccccc32)cc1OC (configuration not stated)
    -2.1, -5.8, -1.5, x, x, x, x, -1.1, x
> CC(=O)c1c(C)nn(-c2ccccc2)c1C
    0.5, -5.6, 0.0, 9.3, 99.0, -1.4, 0.6, -6.2, 3.0
> CCCCC(NC(C)=O)c1nc2ccccc2n1CCCC (configuration not stated)
    -1.3, -7.8, -0.7, 15.0, x, -0.7, -12.4, -2.9, x
> COc1ccccc1NS(=O)(=O)c1ccc(O)c(C(=O)OCC(=O)Nc2ccccc2F)c1
    0.5, -9.2, 0.7, 10.8, 95.0, -6.8, 9.5, -7.4, 2.0
> COc1cc(OC)c(OC)cc1/C=C1/C(=O)N=C(N)N1C
    2.4, -1.8, 0.1, -7.5, 85.0, 12.8, -11.9, -4.6, -3.0
> COc1cc(C(=O)NC(=S)Nc2ccc(Cl)cn2)cc(OC)c1OC
    -0.7, -3.7, 0.2, 1.3, 100.0, -5.8, 4.6, -8.3, 1.0
> COc1ccc(-c2nnc(SCc3nnc(-c4ccccc4)o3)n2C)cc1OC
    -1.3, -13.2, -1.5, -21.6, 98.0, -9.9, -4.4, -1.9, -1.0
> CCOCc1nnc(NC(=O)CSc2ccc(C)cc2)s1
    5.5, -7.2, 6.0, -44.3, 98.0, -9.7, -0.9, -2.7, 3.0
> CCOc1cc(C(=S)N2CCOCC2)cc(Br)c1OS(=O)(=O)c1ccccc1
    -0.5, -8.7, 1.4, -5.7, 99.0, -5.1, 1.4, -5.5, 1.0
> Cc1ccc(C(=O)Nc2nncs2)cc1S(=O)(=O)N1CCOCC1
    0.0, -1.1, -0.1, 10.1, 105.0, 4.6, 0.8, 3.4, 4.0
> Cc1ccc(N2CC(C(=O)Nc3nc4ccc(S(C)(=O)=O)cc4s3)CC2=O)cc1C (configuration not stated)
    1.3, -4.5, 2.3, 1.9, 96.0, 2.1, 3.1, -10.2, -1.0
> Cc1c(CC(=O)O)c(=O)oc2cc(OCc3ccc(F)cc3F)ccc12
    0.3, -2.7, 0.0, -3.1, 102.0, 5.6, 4.1, -10.5, 3.0
> O=C(CCc1nnc(CCc2ccccc2)o1)N1CCCCC1CCn1cccn1 (configuration not stated)
    0.0, -4.7, 3.2, 7.6, 96.0, -3.8, 1.4, -6.4, -10.0
> COC(=O)c1cccc(/C=N/NC(N)=S)c1O
    -0.9, 8.2, -0.3, 10.4, 103.0, -7.8, 30.5*, -0.3, -13.0
> CCN(Cc1ccccc1)S(=O)(=O)c1ccc2c(c1)NC(=O)CS2
    2.2, -10.8, 4.7, 13.2, 96.0, -14.5, -13.6, -8.0, 1.0
> Cn1c(N2CCN(c3ccccn3)CC2)nc2c1c(=O)n(Cc1ccc(Cl)cc1)c(=O)n2C
    -1.1, -1.9, 0.6, 32.2, 118.0, -4.0, -0.8, -3.3, 8.0
> O=C(NC1CCS(=O)(=O)C1)c1ccccc1C(=O)c1ccccc1 (configuration not stated)
    0.3, -0.6, -0.6, -1.4, 98.0, -7.1, 0.8, -4.6, 1.0
